# Bioassay records deposited in PubChem by Johns Hopkins Ion Channel Center.
# Kir21 block: inhibitors of mouse Kir2.1 inward-rectifier potassium channel | Inward rectifier potassium channel 2 (Mus musculus), P35561 | HEK293-Kir2.1, FluxOR thallium flux fluorescence; hits give low values | B-score at 10 µM | hit rate 0.85% among 310,000;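 active = fluorescence ratio B-score at or below minus 3 SD of library scores, with starting-brightness B-score within 2 SD, cut at about -4.2 in these data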;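 also: channel flux triggered by added potassium and thallium sulfate stimulus; B-score of peak minus minimum fluorescence over baseline after thallium stimulus; more negative B-score means stronger Kir2.1 block with less thallium influx; some compounds called inactive have numbers as strong as hits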
# KCNQ2 inh: KCNQ2 potassium channel inhibitors, primary screen, cell-based, CHO-K1, FluxOR thallium flux, B-score (AID 2156). B-score at 10 µM. Potassium voltage-gated channel subfamily KQT member 2 (Rattus norvegicus), O88943. hit rate 1.1% among 310,000. 20 min; hits give low values;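 active = fluorescence ratio B-score at most minus 3 library SDs, with starting brightness B-score within 2 library SDs, cut at about -5.5 in these data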
# Target sequence (O88943 whole entry, looked up): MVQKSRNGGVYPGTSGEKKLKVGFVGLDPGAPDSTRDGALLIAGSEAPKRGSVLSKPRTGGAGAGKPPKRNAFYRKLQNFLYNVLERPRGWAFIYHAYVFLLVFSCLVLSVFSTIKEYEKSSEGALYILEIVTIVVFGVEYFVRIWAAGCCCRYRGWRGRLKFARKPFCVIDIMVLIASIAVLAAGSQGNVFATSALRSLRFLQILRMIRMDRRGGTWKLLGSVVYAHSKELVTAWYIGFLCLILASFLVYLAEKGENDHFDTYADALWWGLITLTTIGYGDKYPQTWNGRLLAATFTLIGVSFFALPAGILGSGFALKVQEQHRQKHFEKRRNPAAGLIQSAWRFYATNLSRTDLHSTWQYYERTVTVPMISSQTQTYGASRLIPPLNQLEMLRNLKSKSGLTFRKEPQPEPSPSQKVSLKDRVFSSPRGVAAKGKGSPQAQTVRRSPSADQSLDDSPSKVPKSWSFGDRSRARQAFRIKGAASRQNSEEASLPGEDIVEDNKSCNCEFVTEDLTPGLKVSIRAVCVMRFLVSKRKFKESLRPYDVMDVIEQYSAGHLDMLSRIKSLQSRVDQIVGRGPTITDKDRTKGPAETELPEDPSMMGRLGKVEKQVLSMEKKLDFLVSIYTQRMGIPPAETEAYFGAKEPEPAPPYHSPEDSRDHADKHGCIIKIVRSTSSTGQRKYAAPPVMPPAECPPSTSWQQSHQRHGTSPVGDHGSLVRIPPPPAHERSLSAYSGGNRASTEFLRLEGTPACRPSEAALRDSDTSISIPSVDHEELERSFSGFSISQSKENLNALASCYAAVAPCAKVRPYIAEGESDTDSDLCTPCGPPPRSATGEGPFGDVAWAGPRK
# Active calls of the source: *; i = inactive.
SMILES,Kir21 block,KCNQ2 inh
CCCN(CCO)Cc1ccc2ccccc2c1,0.75,i
CCCCN(C(=O)c1ccc([N+](=O)[O-])o1)c1c(N)n(CC(C)C)c(=O)[nH]c1=O,-0.43,i
Cc1ccc(Nc2cccccc2=O)cc1,-0.34,i
CC(=O)c1ccc(Nc2nc3ccccc3nc2NS(=O)(=O)c2cccs2)cc1,2.25,i
COc1ccc(OC)c(S(=O)(=O)CC(O)COc2ccccc2Cl)c1 (stereo unspecified),-3.57,i
Cc1cc(C(=O)CSc2ccc(F)cc2)cc(C)c1O,-1.49,i
CC1CCC2(CC1)NC(=O)N(CC(=O)c1ccc3c(c1)OCO3)C2=O (stereo unspecified),0.27,i
COc1cc(NC(C)=O)ccc1NC(=O)c1cc2ccccc2o1,1.06,i
COc1ccc(NC(=S)N2CCN(C/C=C/c3ccccc3)CC2)cc1,0.59,i
Cc1ccc(-n2nnnc2SCC(=O)Nc2cc(C)on2)c(C)c1,0.85,i
O=c1oc(-c2cccs2)nc2ccc(Br)cc12,0.88,i
CCOc1ccc(C(=O)Nc2cccc(-n3cnnn3)c2)cc1OCC,0.85,i
COc1ccc(S(=O)(=O)Nc2ccc(S(=O)(=O)N3CCCCC3)cc2)cc1,-1.8,i
Cc1ccccc1C(=O)N1CCN(c2ccc(NC(=O)Cc3ccccc3)cc2)CC1,-1.37,i
COc1ccc(C(C)NC(=O)Nc2ccc(C(C)=O)cc2)cc1OC (stereo unspecified),-0.11,i
CC1Nc2ncnc(N3CCOCC3)c2N(Cc2ccccc2)C1=O (stereo unspecified),0,i
COc1cccc2c(=O)c3c(cnn3C)n(C)c12,0.01,i
CCCn1cc(NC(=O)c2cc(-c3ccccc3)on2)cn1,0.24,i
O=C(NC1CCS(=O)(=O)C1)c1ccc(S(=O)(=O)N2CCCCC2)cc1 (stereo unspecified),0.01,i
Cc1cc(CNC(=O)CC2C(=O)NCCN2Cc2ccccc2C(F)(F)F)nn1C (stereo unspecified),-0.45,i
COc1ccc(-n2c(COc3cccc4ccccc34)nnc2SCC(=O)NCc2ccco2)cc1,0.62,i
COc1ccc2c(c1)C(=O)N(c1ccc(C)cc1)C(=O)C2,0.8,i
Cc1c(NS(=O)(=O)c2ccc(Br)s2)c(=O)n(-c2ccccc2)n1C,-0.44,i
Cc1cc(=O)[nH]c(SCC(=O)NCCc2ccccc2)n1,1.15,i
CCC(C)/C(C)=N/NC(=O)CSc1nc2ccccc2[nH]1 (stereo unspecified),0,i
CC(=O)c1cccc(NC(=O)CCCOc2ccc(C)cc2)c1,-0.16,i
CC(C)CNC(=O)CN(c1cccc(Cl)c1)S(C)(=O)=O,-1.34,i
COc1ccc(-c2csc(NC(=O)C3CC(=O)N(c4ccc5c(c4)OCCO5)C3)n2)cc1 (stereo unspecified),0.16,i
CC(C)CC(=O)N/C(N)=N/c1nc2ccccc2o1,-0.04,i
Cc1cc(=O)oc(C)c1C(=O)Nc1cccc(F)c1,1.48,i
CCOC(=O)C1CCCN(Cc2cc(OC)c(O)c(OC)c2)C1 (stereo unspecified),-0.02,i
c1ccc2c(Nc3nc(N4CCOCC4)c4ccccc4n3)cccc2c1,-1.28,-6.55*
CCOC(=O)C(NC(C)=O)(Nc1ccc(S(=O)(=O)Nc2nccs2)cc1)C(F)(F)F (stereo unspecified),0.66,i
c1ccc2c(OCCCCN3CCOCC3)cccc2c1,-0.16,i
O=[N+]([O-])c1cccnc1Sc1n[nH]c(-c2ccc(Cl)cc2)n1,1.06,i
CCCCCCCCCCCCN1[C@@H](CC(=O)OC)c2cc(F)cc(F)c2S1(=O)=O,1.12,i
O=c1nc(NCc2ccccc2Cl)cn[nH]1,0.3,i
CCCCCCCCCn1ccc(=N)cc1,-0.27,i
COc1ccc(CNC(=O)CC2(CC(=O)O)CCCCC2)cc1,0.97,i
CCC(=O)Nc1cccc(C(=O)/C=C/c2cccs2)c1,-0.19,i
Cc1ccc(CSc2nnc3nc(C)cc(C)n23)cc1,1.43,i
Cc1ccccc1-n1nnnc1SCC(C)C,0.63,i
N#Cc1c2n(c3c(=S)nc[nH]c13)CCCCC2,0.71,i
COc1ccc(CN2C(=O)CN(C3CCCCCC3)C(=O)C2c2ccc(F)cc2)cc1 (stereo unspecified),-0.15,i
COc1ccccc1NC(=O)N(Cc1ccccc1)C1=NCC(C)S1 (stereo unspecified),-0.7,i
COc1ccc(OC)c(NC(=O)CCN2C(=O)c3ccccc3C2=O)c1,-0.73,i
CCn1cc(CNC(=O)c2ccc(Cl)c([N+](=O)[O-])c2)c(C)n1,0.11,i
CC(=O)C1C(c2cccc(F)c2)c2c(n[nH]c2C)CC1(C)O (stereo unspecified),-1.28,i
CN(Cc1c(F)cccc1Cl)C(=O)c1ccc2ccccc2n1,-0.29,i
CCOc1ccc2nc(SCC(=O)N(CC(C)C)c3c(N)n(Cc4ccccc4)c(=O)[nH]c3=O)[nH]c2c1,0.06,i
CN(C)CCNc1ncnc2c1sc1nc(-c3ccccc3)c3c(c12)CCCC3,-1.07,-7.77*
COc1ccc(CC(=O)OCC(=O)NC(=O)NC23CC4CC(CC(C4)C2)C3)cc1,0.73,i
Cn1nccc1NS(=O)(=O)c1ccc(NC(=O)C(F)(F)F)cc1,0.01,i
COc1ccc(CNC(=O)CN(Cc2ccc(C)cc2)S(=O)(=O)c2ccc(Cl)cc2)cc1,2.58,-6.67*
Cc1nc2ccc(NC(=O)N3CCOCC3)cc2nc1C,-0.01,i
CCOC(=O)c1ccc(NC(=O)C2CC2)cc1,2.37,i
O=C1c2cccc3cccc(c23)C(=O)N1c1ccccn1,-0.41,i
CCCc1cc(=O)oc2c(C)c(OCC(=O)N3C[C@H]4C[C@@H](C3)c3cccc(=O)n3C4)ccc12,0.38,i
CC(=O)Nc1ccc(-c2cc3ccccc3o2)cc1,0.88,i
O=C(Nc1ccccc1)C1(c2ccccc2)CC1(Cl)Cl (stereo unspecified),-0.7,i
# Next part
SMILES,Kir21 block,KCNQ2 inh
O=c1cc(-c2ccccc2)nc2cc(-c3ccc(Br)cc3)[nH]n12,0.08,i
CCn1c(CNC(=O)c2ccco2)nnc1SCC(=O)Nc1cc(C)c(C)cc1Br,1.17,i
CC(NC(=O)C1CCN(S(=O)(=O)c2cc([N+](=O)[O-])ccc2Cl)CC1)c1ccccc1 (stereo unspecified),0.26,i
COc1cc(/C=C/C(=O)c2ccc(Cl)s2)cc(OC)c1O,-0.77,i
Cc1ccc(NC(=O)C2=NNC(=O)CC2)cc1F,0.34,i
Cc1ccc2cc(C)c(NCCO)nc2c1,0.78,i
COc1ccc(-n2c(C)cc(/C=C3\C(=O)NN(c4ccccc4)C3=O)c2C)cc1,-0.92,i
Cc1ccc(CNC(=O)c2ccc(N3CCC4(CC3)CC(c3ccccc3)=NO4)c(NC(=O)c3ccc(Br)cc3)c2)cc1,0.02,i
Cn1c(=O)c2c(ncn2CCC(=O)N/N=C/c2ccncc2)n(C)c1=O,-1.15,i
COc1cccc(C2C(C(=O)c3cc4ccccc4o3)=C(O)C(=O)N2c2cc(C)on2)c1OC (stereo unspecified),2.17,i
COc1cccc(/C=N/NC(=O)CNC(=O)C2COc3ccccc3O2)c1O (stereo unspecified),-0.37,i
CS(=O)(=O)n1nc(-c2ccc(Cl)cc2)nc1SCc1ccccc1,0.07,i
O=C(c1cc(C(=O)N2CCN(c3ccc(F)cc3)CC2)cc([N+](=O)[O-])c1)N1CCN(c2ccc(F)cc2)CC1,1.12,-5.93*
Cn1c(=O)c2c(nc(N/N=C/c3cccnc3)n2Cc2ccc(F)cc2)n(C)c1=O,4.13,i
Cc1noc(NS(=O)(=O)c2ccc(N/C=C\C(=O)c3ccc(Br)cc3)cc2)c1C,2.03,i
Cc1cc2nc(CCN(C(=S)NCC(C)C)C3CCCC3)[nH]c2cc1C,0.56,i
N#Cc1c(-c2ccc(Br)cc2)nc2n(c1=O)CCCS2,-0.5,i
CC(C)CN(C(=O)c1ccc(=O)n(C)n1)c1nc2ccccc2s1,-0.76,i
COc1cc(NC(=S)N2CCOCC2)c(OC)cc1Cl,0.15,i
COC(=O)c1cc(NC(=O)Nc2cc(OC)ccc2OC)cc(C(=O)OC)c1,2.22,i

# Next part, starting with the last 4 of the part before.
SMILES,Kir21 block,KCNQ2 inh
N#Cc1c(-c2ccc(Br)cc2)nc2n(c1=O)CCCS2,-0.5,i
CC(C)CN(C(=O)c1ccc(=O)n(C)n1)c1nc2ccccc2s1,-0.76,i
COc1cc(NC(=S)N2CCOCC2)c(OC)cc1Cl,0.15,i
COC(=O)c1cc(NC(=O)Nc2cc(OC)ccc2OC)cc(C(=O)OC)c1,2.22,i
CCOc1ccc(CN(C(=O)c2cc3ccccc3oc2=O)C2CCS(=O)(=O)C2)cc1 (stereo unspecified),-0.05,i
O=C(CN1CCN(C(c2ccccc2)c2ccccc2)CC1)NCc1ccccc1,0.07,i
O=C(CCC1CCCC1)N1CCN(C(=O)c2cccnc2)CC1,-0.38,i
O=C(NN=C1CCCCCCCCCCC1)c1cccc(S(=O)(=O)N2CCOCC2)c1,-1.63,i
C=C(C)n1c(=O)n(Cc2ccc(C)cc2)c2ccccc21,-0.65,i
Cc1ccc(SCc2cc(=O)[nH]c(N3CCCCC3)n2)cc1,-1.99,i
CC(C)CNC(=O)c1ccccc1NC(=O)CN(c1ccccc1)S(=O)(=O)N(C)C,0.08,i
S=c1[nH]nc(-c2ccncc2)n1/N=C/c1ccccc1,0.46,i
COc1ccc2c(C)cc(SC3CCOC3=O)nc2c1 (stereo unspecified),-0.07,i
CCc1nc(N2CCN(Cc3ccc4c(c3)OCO4)CC2)c2oc3ccccc3c2n1,-0.69,-6.48*
COC(=O)CCC(=O)Nc1cccc(Cl)c1,-2.16,i
O=C(Nc1ccc(N2CCOCC2)c(Cl)c1)c1ccco1,1.95,i
Cc1ccc(S(=O)(=O)NCC(=O)N2CCc3ccccc3C2)cc1,-3.14,i
N#C/C(=C/c1cccn1-c1cccc(C(=O)O)c1)c1ccc(Cl)cc1,1.73,i
Cc1cccc(CSCc2nnc(N)s2)c1,0.15,i
O=C(NNC(=S)NCC1CCCO1)c1cc(Br)ccc1Cl (stereo unspecified),-0.78,i
O=C(c1ccc(OC2CCN(C(=O)C3CC3)CC2)cc1)N(CCO)Cc1ccccc1,2.12,i
O=C(N/N=C/c1ccccc1OCc1ccccc1)c1cccnc1,0.7,i
CCOC(=O)N1CCc2c(sc(NC(=O)CN3CCN(C)CC3)c2C(=O)Nc2ccccc2)C1,1.24,i
COc1ccc(C(CNC(=O)c2oc3c(Cl)cccc3c2C)N2CCCC2)cc1 (stereo unspecified),-0.68,i

# Another view of part of the listing above.
O=C(CN1CCN(C(c2ccccc2)c2ccccc2)CC1)NCc1ccccc1
  Kir21 block: 0.07	KCNQ2 inh: i

O=C(c1ccc(OC2CCN(C(=O)C3CC3)CC2)cc1)N(CCO)Cc1ccccc1
  Kir21 block: 2.12	KCNQ2 inh: i

C=C(C)n1c(=O)n(Cc2ccc(C)cc2)c2ccccc21
  Kir21 block: -0.65	KCNQ2 inh: i

S=c1[nH]nc(-c2ccncc2)n1/N=C/c1ccccc1
  Kir21 block: 0.46	KCNQ2 inh: i

# Sorted by molecular weight (largest number first): three of the compounds above
SMILES,Kir21 block,KCNQ2 inh
CCOC(=O)N1CCc2c(sc(NC(=O)CN3CCN(C)CC3)c2C(=O)Nc2ccccc2)C1,1.24,i
O=c1oc(-c2cccs2)nc2ccc(Br)cc12,0.88,i
COc1ccc2c(c1)C(=O)N(c1ccc(C)cc1)C(=O)C2,0.8,i

# Additional records
SMILES,Kir21 block,KCNQ2 inh
CNS(=O)(=O)c1ccc2ccccc2c1,1.85,i
CC(CCc1ccccc1)NC(=O)C(C)OC(=O)c1ccco1 (stereo unspecified),-0.61,i
O=c1c2ccccc2[nH]c(=S)n1Cc1cccs1,-2.06,i
Cc1cc(C)c2c(CN3CCC(C)CC3)cc(=O)oc2c1C,0.96,i
COc1cc2c(cc1OC)C1CC(=O)C(CC(C)C)CN1CC2 (stereo unspecified),0.01,i
CCc1nnc(NC(=O)CSc2ccc(-c3ccc(-n4cccn4)cc3)nn2)s1,1.41,i
CC(C)(Oc1ccc(Cl)cc1)C(=O)Nc1ccc2oc(=O)ccc2c1,0.34,i
COCCN(C(=O)COC(=O)C1CCC(C(C)(C)C)CC1)c1c(N)n(Cc2ccccc2)c(=O)[nH]c1=O (stereo unspecified),0.38,i
O=C(NCCCN1CCOCC1)c1ccc([N+](=O)[O-])cc1[N+](=O)[O-],-1,i
CC1CCC(C(C)C)C(OC(=O)C[n+]2cccc(C(N)=O)c2)C1 (stereo unspecified),1.93,i
CCN1CCN(c2ccc(S(=O)(=O)N3CCOCC3)cc2NC(=O)c2ccc(F)cc2Cl)CC1,-0.04,i
O=C(NCC(=O)N1CCN(C(=O)c2ccco2)CC1)c1ccc(Br)cc1,0.12,i
CC(N=Cc1cc([N+](=O)[O-])ccc1O)c1ccccc1 (stereo unspecified),0,i
Cc1ccc(S(=O)(=O)N[C@@H](CC(C)C)C(=O)NCc2ccco2)cc1,0.59,i
CCN(C(=O)Cn1c([N+](=O)[O-])cnc1C)c1ccccc1,3.56,i
CN(C)c1ccc(N2C(=NC(=O)CC3CCCCC3)SC3CS(=O)(=O)CC32)cc1 (stereo unspecified),0.6,i
O=C(CN1C(=O)C2CC=CCC2C1=O)NC1=NCCS1 (stereo unspecified),-2.39,i
CCCCC1(CC(=O)OCC)C(=O)N(c2ccccc2)N(c2ccccc2)C1=O,-1.14,i
CC(=O)Nc1cc(C(F)(F)F)ccc1OCCOc1ccccc1,1.16,i
